# V-ATPase pH: alters yeast V-ATPase proton transport; S. cerevisiae, pHLuorin cytosolic pH fluorescence; response, % at 10 µM; actives 0.37% (n = 350,000); in the data active means response mostly above about 7.3%, no sharp cut-off; inactive means mostly below about 5.4%; further: actives read high; inactives centre near 0; some compounds called inactive have numbers as strong as hits
# DSG3 Ab inh: inhibitors of pemphigus antibody binding to human desmoglein-3. P32926. DSG3-coupled beads, scFv-anti-DSG3-GFP binding, flow cytometry; active compounds read low. binding (percent of control), % at 10 µM. actives 0.48% (n = 310,000). AID 588358;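 active means binding more than 3 SD below its plate's average and above zero; inconclusive means below that plate limit but binding exactly zero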;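 further: hits lower antibody fragment binding to DSG3; some compounds called inactive have numbers as strong as hits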
# CAL PDZ FP-1: CAL PDZ (human) peptide binding inhibition; Q9HD26; purified CAL PDZ, TMR-peptide fluorescence polarization, 1 h; inhibition, % at 24.9 µM; actives 0.92% (n = 300,000); AID 602252;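 active means mean inhibition of at least 30% with at least half of replicates also reaching 30%; inconclusive means no clear call, values can overlap the other calls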;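 further: 0% = DMSO neutral control and 100% = excess unlabeled competitor peptide PRC23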
# CAL PDZ FP-2: human CAL PDZ-peptide interaction inhibition; actives 0.02% (n = 330,000); purified CAL PDZ, TMR-peptide fluorescence polarization, 1 h; inhibition, % at 20 µM; AID 504414;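 active means highest replicate inhibition of at least 40%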;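 further: plate controls were DMSO neutral control wells for no effect and unlabeled competitor peptide control wells for full effect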
#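 Test system: tagged CAL PDZ domain / Buffer or medium: sodium phosphate/NaCl buffer pH 7.4 with TCEP, IgG, Thesit / Reagent: TMR-labelled reporter peptide T*-PRC34 bound in PDZ groove / Compound dosing: single point, 20 µM / Schedule: 1 h incubation at room temperature before polarization reading / Technique: fluorescence polarization (mP) / Benchmarks: unlabelled peptide, DMSO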
# Cardiac RTF inh: cardiac RTF calcium desensitization; IANBD-labeled cardiac RTF, Ca2+ fluorescence; inhibition, % at 7.15 µM; actives 0.12% (n = 340,000); AID 493244;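 active means inhibition above the mean inhibition of all tested compounds plus 3 SD, cut at about 17% in these data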;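 further: assay run at fixed EC70 calcium of 1.6 mM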
# DAGLB inh: blocks human DAGLB lipase activity | HEK293T DAGLB membrane lysate, EnzChek fluorogenic substrate | Q8NCG7 | actives 0.059% (n = 340,000) | inhibition, % at 5.17 µM | AID 504411; in the data active means inhibition above about 34%;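 further: 0% = enzyme with vehicle and 100% = wells lacking enzyme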
# Keap1-Nrf2 PPI: Keap1-Nrf2 (human) interaction inhibition; Q14145; actives 0.15% (n = 340,000); AID 504523; Keap1 Kelch-Nrf2 peptide fluorescence polarization, 1536-well; inhibition, % at 9.4 µM; in the data active means inhibition above about 12%; inconclusive means no clear call, values can overlap the other calls; inactive means below about 7.3%;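 further: human Keap1 Kelch domain with fluorescein labeled Nrf2 9mer peptide probe; 0% = neutral control wells and 100% = peptide positive control; higher means more block of Keap1 binding to Nrf2 peptide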
# C-LANA FP: KSHV C-LANA DNA binding inhibition | inhibition, % at 9 µM | MBP-C-LANA/FAM-LBS DNA binding, fluorescence polarization | actives 0.078% (n = 340,000);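 active means highest replicate inhibition at or above 60% at 9 µM, even if other replicates fall short; inactive means all replicates below 60% inhibition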;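 further: 0% = neutral control wells and 100% = 4 µM acridine orange control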
# Arrestin-AP2 inh: inhibitors of human beta-arrestin and AP2 interaction. FITC-arrestin peptide / GST-AP2 beads, flow cytometry; AP2 beta2 appendage carries R879A mutation. inhibition, % at 10 µM. actives 0.31% (n = 340,000);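 active means inhibition above a set limit, near 3 SD of compounds lacking own fluorescence, cut at about 54% in these data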;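 further: plate controls were DMSO wells for no effect and 5 µM unlabelled arrestin peptide for full effect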
#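 system = GST-tagged AP2 beta2-adaptin appendage (R879A) on 4 µm glutathione beads | reagent = FITC-labelled arrestin peptide probe, 50 nM final | schedule = compound with beads 12 min RT, then probe 1 h RT | signal = HyperCyt-sampled flow cytometry, FL1 channel, ex 488/em 535 nm | read-out = percent response from loss of bead-bound FITC fluorescence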
# NSD2 HMT inh: NSD2 (human) methyltransferase inhibition; actives 0.54% (n = 310,000); NSD2 peptide methylation, AlphaScreen, 120 min; O96028; inhibition, % at 12.5 µM; AID 743445; in the data active means inhibition above about 50%
# Target sequence (O96028 whole entry, looked up): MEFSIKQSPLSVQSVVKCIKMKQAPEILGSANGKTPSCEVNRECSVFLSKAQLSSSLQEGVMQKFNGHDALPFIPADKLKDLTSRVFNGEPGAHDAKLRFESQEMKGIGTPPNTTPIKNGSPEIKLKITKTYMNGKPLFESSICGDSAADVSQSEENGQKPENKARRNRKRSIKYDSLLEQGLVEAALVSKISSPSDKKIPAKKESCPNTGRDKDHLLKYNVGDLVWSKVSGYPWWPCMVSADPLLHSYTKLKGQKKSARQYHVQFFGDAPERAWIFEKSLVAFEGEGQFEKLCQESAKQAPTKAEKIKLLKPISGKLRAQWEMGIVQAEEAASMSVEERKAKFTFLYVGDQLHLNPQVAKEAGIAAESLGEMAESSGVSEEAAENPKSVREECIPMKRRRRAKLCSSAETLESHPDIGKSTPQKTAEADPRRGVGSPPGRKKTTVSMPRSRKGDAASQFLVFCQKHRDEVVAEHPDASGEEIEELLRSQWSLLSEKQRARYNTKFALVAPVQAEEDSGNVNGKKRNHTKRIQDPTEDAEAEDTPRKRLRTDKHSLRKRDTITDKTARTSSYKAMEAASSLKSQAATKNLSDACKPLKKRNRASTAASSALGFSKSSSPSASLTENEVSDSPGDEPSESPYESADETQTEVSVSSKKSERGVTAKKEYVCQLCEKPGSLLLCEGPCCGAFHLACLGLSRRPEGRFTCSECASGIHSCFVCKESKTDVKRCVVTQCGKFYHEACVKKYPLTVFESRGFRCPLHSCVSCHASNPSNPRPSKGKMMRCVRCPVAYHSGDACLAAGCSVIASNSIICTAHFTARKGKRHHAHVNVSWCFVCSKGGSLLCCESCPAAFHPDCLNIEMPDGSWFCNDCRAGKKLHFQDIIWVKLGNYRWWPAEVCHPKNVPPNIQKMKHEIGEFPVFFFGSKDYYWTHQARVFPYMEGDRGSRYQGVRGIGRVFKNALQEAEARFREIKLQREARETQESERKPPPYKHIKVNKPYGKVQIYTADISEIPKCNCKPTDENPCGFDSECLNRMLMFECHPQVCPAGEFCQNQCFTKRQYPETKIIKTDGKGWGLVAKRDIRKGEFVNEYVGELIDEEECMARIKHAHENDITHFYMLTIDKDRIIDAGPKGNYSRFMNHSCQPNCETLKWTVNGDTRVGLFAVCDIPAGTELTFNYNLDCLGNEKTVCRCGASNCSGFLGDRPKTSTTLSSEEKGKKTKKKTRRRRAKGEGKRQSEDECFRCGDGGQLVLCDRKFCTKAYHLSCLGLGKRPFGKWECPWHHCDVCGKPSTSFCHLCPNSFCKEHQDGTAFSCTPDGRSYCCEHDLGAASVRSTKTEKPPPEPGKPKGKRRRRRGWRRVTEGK
# * = called active by the depositor; ? = inconclusive; / = not tested or not shown; & = joins results of further samples. The list is partial (hit frequency here may not be typical).
SMILES,V-ATPase pH,DSG3 Ab inh,CAL PDZ FP-1,CAL PDZ FP-2,Cardiac RTF inh,DAGLB inh,Keap1-Nrf2 PPI,C-LANA FP,Arrestin-AP2 inh,NSD2 HMT inh
Cc1ccc(Oc2nc3c(c(=O)n(C)c(=O)n3C)n2C)cc1C,-2,106,-2,-19,-1,0,-7,-0.5,-54,10
CCOC(=O)c1cn(CC)c2cc(N3CCSCC3)c(F)cc2c1=O,1,114,2,-2.5,14,1,-7,-0.8,4,1
CC(=O)Nc1sc2c(c1C(c1ccncc1)N1CCOCC1)CCCC2 (centres undefined),-2,95,1,-0.3,-13,2,6,0.5,-10,27
COc1ccc(C(CC(=O)O)NC(C)=O)cc1OC (centres undefined),1,97,/,-1.3,3,-2,1,-0.9,8,1
Cc1csc(NC(=O)CSc2nncs2)n1,-4,112,-1,-2.5,-14,0,4,-0.6,1,0
CCOC(=O)CSC1=Nc2ccccc2C2=NC(CC(=O)NCc3ccccc3)C(=O)N12 (centres undefined),1,/,1,0.2,-5,0,1,3.6,-14,1
CCCNC(=O)COc1coc(CN2CCN(c3cccc(Cl)c3)CC2)cc1=O,-1,/,-3,-3.0,-1,0,-2,-0.9,44,0
CCc1cc(C(=O)N2CCN(C(=O)c3ccccc3)CC2)sc1C,1,105,0,-1.3,-4,2,2,1.8,0,3
CSC1=NCCN1C(=O)Cc1ccc(F)cc1,1,/,-2,-0.1,-8,-2,2,-3.5,4,/
CCN(CC)CCNc1ncnc2c1sc1nc(N3CCOCC3)c3c(c12)CC(C)(C)SC3,1,104,-4,-2.3,0,1,-8,-7.6,6,40
CCOc1ccc(-n2cc(C(=O)N3CCCCCC3)c3cc(OC)c(OC)cc3c2=O)cc1,15,/,-2,-0.7,-3,-3,-4,0.3,8,/
[O-]C(=C(C(=S)Nc1cccc2ccccc12)[n+]1cccc(CO)c1)c1ccc(Cl)s1,7,/,0,0.4,-6,7,0,-0.8,21,5
CSCCCNC(=S)N(C)CC(=O)Nc1ccc(C)cc1,1,106,-10,-0.2,4,0,2,-0.3,-9,0
Cc1ccc(C(=O)Nc2cccc(C(F)(F)F)c2)cc1NC(=O)c1nccnc1N,0&0,109&92,-1,-0.7,2,-3&-1,-8,-0.5,/,/
CCCCNC(=O)c1ccccc1Cl,-4,/,/,-0.3,0,-1,1,-0.4,-2,/
COc1ccc(N2C(=O)C(=O)/C(=C(/O)c3ccc(C)cc3)C2c2cccnc2)cc1 (centres undefined),-2,96,-1,-0.1,-6,1,-6,-2.8,-2,1
CCCNC(=O)C(Cc1ccc(C(F)(F)F)cc1)NC(=O)c1ccc2ccccc2n1 (centres undefined),-1,96,-3,0.3,-9,-9,-1,-0.6,-7,/
CC(C)Cc1ccc(C2=CSC3=NCCN23)cc1,-1,/,-4,-1.8,-4,-3,-4,0.1,18,27
Nc1nnc(/C=C/c2cccc([N+](=O)[O-])c2)s1,1,118,-2,1.9,6,0,-5,-1.2,13,-3
CN1CCN(NC(=O)c2cccc3ccccc23)CC1,2,97,/,-1.4,-5,1,-1,0.5,-2,1
Cc1ccc(N/N=C2\COC(C)(C)CC2=O)cc1,-3,102,0,-3.0,6,-1,-2,0.4,/,-6
CCOc1ccc(N=Cc2ccc(N(C)C)cc2)c(O)c1,2,97,/,/,/,6,/,/,/,3
Cn1c(=O)n(C)c(=O)n(CC(=O)N2CCCCC2)c1=O,1,107,-3,/,0,-1,-2,-0.7,-9,-1
CC(Nc1nc(-c2ccc(Cl)cc2)cs1)c1nc2cc(Cl)c(N3CCCCC3)cc2n1CCOCCO (centres undefined),3,106,0,0.4,-24,5,-3,-0.2,5,/
CCC(=O)c1ccc(OCC(=O)NC2(C#N)CCCCC2)cc1,8,113,1,-0.8,6,-1,-1,-0.1,-17,-3
# The list continues:
SMILES,V-ATPase pH,DSG3 Ab inh,CAL PDZ FP-1,CAL PDZ FP-2,Cardiac RTF inh,DAGLB inh,Keap1-Nrf2 PPI,C-LANA FP,Arrestin-AP2 inh,NSD2 HMT inh
CCN(C(=O)COc1cccc(-n2cnnn2)c1)C1CCS(=O)(=O)C1 (centres undefined),1,123,-2,-1.2,-4,1,-4,-3.0,1,-1
Cc1cc(=O)oc2cc(O[C@@H]3O[C@H](CO)[C@@H](O)[C@H](O)[C@H]3O)ccc12,10,105,-1,-0.8,-2,-1,-8,2.6,11,0
Cc1ccc2[nH]c(=O)c3cc(C(=O)NCCC(C)C)sc3c2c1,-5,97,-4,-2.5,-2,0,-3,-2.8,4,-2
CCN1CCCC1CN(Cc1cc2ccc(C)cc2[nH]c1=O)C(=S)Nc1ccc(F)cc1 (centres undefined),0,102,-1,-0.9,1,0,/,/,39,1
COc1ccc(N2CCN(C(=O)CCC(=O)N3CCOc4ccc(C)cc43)CC2)cc1,0,99,7,-0.5,-8,5,-3,-0.3,5,/
CON(C)C(=O)c1ccccc1N(C)C(=O)OC(C)(C)C,0,98,-2,-0.1,-2,0,-1,2.0,28,/
O=C(NCCCN1CCOCC1)c1cc(S(=O)(=O)N2CCCCC2)ccc1Cl,1,96,/,/,/,-1,/,/,/,-2
CCOC(=O)/C=C/S(=O)(=O)c1ccc(NC(C)=O)cc1,-2,97,1,-1.0,0,-3,-31,1.1,22,3
CC[n+]1ccc(/C=C2\Sc3ccccc3N2CCCS(=O)(=O)[O-])c2ccccc21,0,103,1,-1.3,-16,-1,-7,-0.6,5,/
C=C1SC(Nc2c(C)cccc2C)=NC12CCCCC2,-3,95,/,0.1,/,/,-1,-8.1,49,1
CC(C(=O)NCC1CCCO1)N(C(=O)c1snc(C(N)=O)c1N)c1ccccc1 (centres undefined),-3,103,/,-0.8,2,0,1,2.6,-6,-4
Cc1ccc(S(=O)(=O)NC(=O)Nc2cc(C(C)(C)C)on2)cc1,-7,99,/,/,/,/,/,/,11,-2
Cc1cc(N2CCC(C(=O)NC3CCCCC3)CC2)nc(-c2ccccc2)n1,-1,83,-1,/,-5,-1,-1,0.0,-12,-2
COc1ccc(C(=O)N2CCC(C(=O)NCc3ccccn3)CC2)cc1,-1,96,3,0.2,-5,4,-3,-2.6,0,0
O=Cc1ccc(OCC(=O)Nc2ccccc2C(F)(F)F)cc1,0,103,1,-2.5,1,-11,1,3.3,46,0
COC(=O)/C(C#N)=C1/C=Cc2ccccc2N1,1,96,-2,-2.2,-10,1,-9,1.4,/,-12
CC(C)Cc1nc(SCC(=O)N2CCCCC2)c2c(=O)n(C)c(=O)n(C)c2n1,-2,116,/,-3.7,0,1,-4,0.7,-2,/
COc1ccc(N(C(=O)c2ccco2)C(C(=O)NC2CCCC2)c2cccs2)c(OC)c1 (centres undefined),-3,95,-6,-0.8,-24,1,-6,1.3,-8,0
CCc1ccc(NC(=O)c2cnn3c(C(F)F)cc(C)nc23)cc1,1,90,-1,-3.2,-9,-5,-2,0.5,6,-2
CC(C)OC(=O)c1c2c(n3ccccc13)C(=O)c1ccccc1C2=O,-3,139,3,6.8,-16,-3,?,25,16,/
O=C(/C=C\Nc1ccc2c(c1)OCO2)c1cccs1,-1,104,-2,-2.2,-11,-3,-8,-1.8,11,2
CC(=O)Nc1ccc(NC(=O)CSc2nccn2Cc2ccco2)cc1,0,103,-4,-1.2,0,0,2,0.1,-12,-1
Cc1cnc(C(=O)OC(C)C(=O)Nc2ccccc2-c2ccccc2)cn1 (centres undefined),4,110,-3,0.8,-5,0,1,0.5,3,/
Cc1cc(N/N=C/c2c[nH]c3ccccc23)c2ccccc2n1,-5,102,-1,-0.3,-3,-2,-3,-0.7,-1,-1
OCCC1CN(Cc2ccc3ncccc3c2)CCN1Cc1ccccc1 (centres undefined),-1,101,-2,-2.5,-3,-4,0,2.5,8,0
# Next part
SMILES,V-ATPase pH,DSG3 Ab inh,CAL PDZ FP-1,CAL PDZ FP-2,Cardiac RTF inh,DAGLB inh,Keap1-Nrf2 PPI,C-LANA FP,Arrestin-AP2 inh,NSD2 HMT inh
CCN(CC(=O)Nc1ccccc1C(F)(F)F)C(=O)c1cc(S(=O)(=O)N2CCCCCC2)ccc1OC,0,101,10,-1.5,-4,1,-2,1.0,-11,-1
CC1=CC(c2ccc(Cl)cc2)n2nc(NC(=O)CCC(=O)O)nc2N1 (centres undefined),-2,102,-6,-3.5,-17,-1,2,-0.1,16,-4
COc1ccccc1N(CC(=O)Nc1cccnc1)S(C)(=O)=O,-1,101,-1,-2.3,1,-2,-6,0.1,3,-1
O=C(CSc1nc2ccccc2c(=O)n1-c1ccccc1)NCc1ccc2c(c1)OCO2,0,96,-4,0.2,-1,-1,-5,0.0,-6,-2
Cc1ccccc1CS(=O)(=O)CCC(=O)O,-2,98,/,0.8,-2,0,1,0.5,8,-2
Cc1ccccc1/C=C1\CCCc2ccccc2C1=O,1,/,-6,-1.0,-4,-21,-1,-0.9,5,-1
O=[N+]([O-])c1cccc2cn[nH]c12,-1,100,-5,-0.1,3,3,4,0.1,1,/
NS(=O)(=O)c1ccc(NC(=O)COC(=O)CCc2c[nH]c3ccccc23)cc1,-3,96,/,0.4,-8,3,7,-1.1,4,-1
O=C(CCSc1ccccc1)N1CCN(C(=O)c2ccco2)CC1,1,/,-5,-3.2,-3,2,-2,1.2,-5,/
CC(NC(=O)c1ccccc1Cl)C(=O)NCc1cccs1 (centres undefined),-3,102,2,-1.7,-3,-3,-1,0.2,-8,-2
O=Cc1c[nH]c2ncccc12,2,103,/,0.4,-9,-2,3,-1.6,18,0
CCOC(=O)c1ccc(-c2c(-c3ccccc3OC)sc3ccc(OC)cc23)cc1F,-2,99,-1,-0.6,-4,-16,0,0.8,16,/
Cc1ccc(S(=O)(=O)NCc2ccc(C(=O)N3CCN(Cc4ccccc4)CC3)cc2)cc1,-3,102,-2,-2.3,2,-5,1,-1.0,-1,4
Cc1cc(=O)n(-c2ccccc2)n1C,-4,106,-3,0.4,-6,0,3,0.9,14,/
CCOC(=O)N1CCN(S(=O)(=O)c2ccc(C)cc2)C1c1ccc(OC)cc1 (centres undefined),-2,105,0,-0.3,3,-1,-3,-1.6,2,-3
Cc1ccc(C(=O)Nc2cc3[nH]c(=O)oc3cc2C)cc1,0,97,-3,-0.9,-5,-2,-1,-1.9,-9,1
Cc1cc(C(=O)COc2ncnc3sccc23)c(C)n1C,-1,115,1,-0.7,-2,-1,0,0.2,32,-2
COc1ccc(NC(=O)CS(=O)(=O)c2ccc(Br)cc2)cc1,0,89,-3,-1.3,4,2,-2,-0.6,-5,2
COc1ccc(-c2cc(C(=O)Nc3c(C)nn(Cc4ccccc4Cl)c3C)no2)cc1,-3,100,1,0.1,-6,0,1,-1.3,12,0

# Bioassay records from PubChem.
